PfHsp90 yeast 2 – growth inhibition of yeast expressing Plasmodium Hsp90; inhibition, % at 9.4 µM; AID 504621; 310,000 compounds, 0.32% hits; S. cerevisiae expressing PfHsp90, BacTiter-Glo ATP, 48 h; yeast lacking PDR1 and PDR3 efflux regulators;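 active means every replicate shows inhibition above about 80%, whatever the replicate mean, limit read from the data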;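 further: 0% = DMSO neutral controls and 100% = 20 µM radicicol positive controls; yeast relying on Plasmodium falciparum Hsp90 in place of its own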
Arrestin-AP2 inh – inhibitors of human beta-arrestin and AP2 interaction; AID 504490; 340,000 compounds, 0.31% hits; FITC-arrestin peptide / GST-AP2 beads, flow cytometry; AP2 beta2 appendage carries R879A mutation; inhibition, % at 10 µM;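 active means inhibition above a set limit, near 3 SD of compounds lacking own fluorescence, cut at about 54% in these data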;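 further: plate controls were DMSO wells for no effect and 5 µM unlabelled arrestin peptide for full effect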
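System: GST-AP2 R879A glutathione beads | Also added: FITC-arrestin peptide, 50 nM | Times: 12 min plus 1 h, RT | Signal: Bead flow cytometry, FITC channel | Buffer or medium: PBS with 0.05% Tween 20 and 0.1% BSA | Read-out basis: Percent drop in bead-associated FITC signal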
AddAB inh – less growth of phage-infected E. coli with AddAB | E. coli expressing H. pylori AddAB, absorbance growth | inhibition, % at 11.9 µM | 330,000 compounds, 0.29% hits | AID 435030; in the data active means inhibition above about 12%;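 further: 0% = vehicle wells of infected cells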
MOR-DOR ag – agonists of human mu-delta opioid receptor heterodimerization. 340,000 compounds, 0.3% hits. P35372+P41143. cells, OPRM1-OPRD1 heterodimerization, luminescence. activation, % at 9.3 µM; in the data active means activation above about 18%;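 further: 0% = vehicle-treated cells and 100% = reference agonist; values of inactives mirror those of a sister screen read the other way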
Tat export inh – inhibitors of E. coli Tat protein transport; E. coli MC4100 TorA-mCherry Tat export, fluorescence; inhibition, % at 10 µM; 340,000 compounds, 0.036% hits;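 active means mean replicate inhibition at least 50% and at least half of replicates individually reaching 50%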;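 further: exported cargo escapes ClpAP degradation while cytoplasmic cargo is degraded and loses fluorescence; 0% = median of neutral control wells and 100% = median of NaSCN control wells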
DSG3 Ab inh – human desmoglein-3 autoantibody binding inhibition; P32926; DSG3-coupled beads, scFv-anti-DSG3-GFP binding, flow cytometry; hits give low values; binding (percent of control), % at 10 µM; 310,000 compounds, 0.48% hits; AID 588358;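 active means binding more than 3 SD below its plate's average and above zero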;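 further: hits lower antibody fragment binding to DSG3; some compounds called inactive have numbers as strong as hits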
Target sequence (P32926 whole entry, looked up, the tested form may be a part): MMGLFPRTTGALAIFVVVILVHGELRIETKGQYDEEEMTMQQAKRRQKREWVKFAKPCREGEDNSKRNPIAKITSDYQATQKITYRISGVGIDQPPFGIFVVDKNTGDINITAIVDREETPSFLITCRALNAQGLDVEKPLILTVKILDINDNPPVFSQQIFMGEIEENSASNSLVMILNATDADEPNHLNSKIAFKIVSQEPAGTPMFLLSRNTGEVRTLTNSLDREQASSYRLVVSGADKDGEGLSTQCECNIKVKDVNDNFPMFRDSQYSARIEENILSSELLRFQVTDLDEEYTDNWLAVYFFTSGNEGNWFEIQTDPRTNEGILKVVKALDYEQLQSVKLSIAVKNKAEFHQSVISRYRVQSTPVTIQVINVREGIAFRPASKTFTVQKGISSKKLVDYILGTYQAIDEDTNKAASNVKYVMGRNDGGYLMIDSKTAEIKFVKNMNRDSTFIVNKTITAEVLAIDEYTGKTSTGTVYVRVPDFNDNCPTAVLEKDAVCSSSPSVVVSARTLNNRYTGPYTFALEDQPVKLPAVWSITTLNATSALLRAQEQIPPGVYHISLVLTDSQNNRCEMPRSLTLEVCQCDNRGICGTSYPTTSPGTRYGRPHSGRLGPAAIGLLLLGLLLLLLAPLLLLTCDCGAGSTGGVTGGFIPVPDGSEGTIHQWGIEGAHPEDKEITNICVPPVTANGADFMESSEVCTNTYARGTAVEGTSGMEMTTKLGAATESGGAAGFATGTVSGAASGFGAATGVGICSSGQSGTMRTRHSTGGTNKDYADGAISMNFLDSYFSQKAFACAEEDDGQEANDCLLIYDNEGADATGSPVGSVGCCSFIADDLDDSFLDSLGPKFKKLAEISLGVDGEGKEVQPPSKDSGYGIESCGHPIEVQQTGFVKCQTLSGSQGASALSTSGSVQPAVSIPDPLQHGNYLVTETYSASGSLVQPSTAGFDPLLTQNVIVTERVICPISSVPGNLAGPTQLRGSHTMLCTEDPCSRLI
Ecoli viability – bacterial growth inhibition, counter-screen for AddAB inhibitors; E. coli V3065 growth, OD600 absorbance, 18 h; AID 449728; 330,000 compounds, 0.27% hits; inhibition, % at 11.9 µM;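 active means inhibition above the campaign's mean inhibition across all tested compounds plus 3 SD, cut at about 9.9% in these data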;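 further: uninfected addAB+ strain grown without phage in ampicillin broth; 0% = DMSO wells and 100% = ciprofloxacin 0.95 µg/ml wells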
phage Ecoli inh – E. coli growth loss with phage present; growth absorbance; AID 651602; inhibition, % at 11.9 µM; 360,000 compounds, 0.26% hits; in the data active means inhibition above about 11%
PKA-R1A act – activates the PKA-R1A holoenzyme complex; P00514+P68181; PKA-R1A dissociation, Cy5-IP20 fluorescence polarization; scaled: DMSO 0%, 113 µM cGMP 100%; activation, % at 11.4 µM; 340,000 compounds, 0.083% hits; AID 504707;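 active means percent activation above the mean of all tested compounds plus 3 SD, cut at about 19% in these data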;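 further: higher means more PKAc released from R1A so a rise in polarization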
MOR-DOR inv ag – inverse agonist of human OPRM1-OPRD1 heterodimerization; P35372+P41143; cell-based MOR-DOR heterodimer luminescence, inverse agonism; inhibition, % at 9.3 µM; 340,000 compounds, 0.21% hits; AID 504357; in the data active means inhibition above about 22%, passing the limit was not always enough;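 further: 0% = cells with DMSO and 100% = wells without cells with DMSO; values of inactives mirror those of a sister screen read the other way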
SUMO Mot1 rescue – blocks SUMOylation pathway, rescuing yeast Mot1-301 growth; S. cerevisiae Mot1-301 growth rescue, ATP luminescence, 38.5C; percent above DMSO median, 100 means doubled; growth rescue, % at 18.8 µM; 320,000 compounds, 1% hits;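 active means every valid replicate shows activation above 250% relative to neutral control wells; inactive means the rest, any valid replicate at or below 250%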;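 further: OY570 slx delta 5 strain wells were the positive control but not used for scaling; some compounds called inactive have numbers as strong as hits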
The depositor's hits bear a star.

Results for c1coc(C2Nc3ccccc3-c3nc4ccccc4n32)c1 (stereo not drawn) ?
PfHsp90 yeast 2: -4; Arrestin-AP2 inh: 9; AddAB inh: 2.3; MOR-DOR ag: 4.0; Tat export inh: 0; DSG3 Ab inh: 105; Ecoli viability: 0.9; phage Ecoli inh: 1.4; PKA-R1A act: -11; MOR-DOR inv ag: -24; SUMO Mot1 rescue: -4

How did CCCC(=O)N1CCN(c2ccc(NC(=O)C(C)(C)C)cc2)CC1 do in these assays?
PfHsp90 yeast 2: -4; Arrestin-AP2 inh: -7; AddAB inh: 0.5; MOR-DOR ag: -2.9; Tat export inh: 1; DSG3 Ab inh: 102; Ecoli viability: 0.6; phage Ecoli inh: -0.2; PKA-R1A act: -9; MOR-DOR inv ag: 16; SUMO Mot1 rescue: 234

How did Cc1cnc(NC(=O)CC2OC(=O)c3ccccc32)s1 (stereo not drawn) do in these assays?
Arrestin-AP2 inh: -3; MOR-DOR ag: -1.4; Tat export inh: -3; DSG3 Ab inh: 101; phage Ecoli inh: 4.0; PKA-R1A act: -4; MOR-DOR inv ag: 9

What do the screens show for `CCN(CC(=O)Nc1ccc(OC)cc1)C(=O)CSCc1ccc(C)cc1`?
PfHsp90 yeast 2: -5; Arrestin-AP2 inh: 22; AddAB inh: 0.7; MOR-DOR ag: -4.7; Tat export inh: -1; Ecoli viability: 0.0; phage Ecoli inh: -0.9; PKA-R1A act: 7; MOR-DOR inv ag: 19; SUMO Mot1 rescue: 5

What do the screens show for `CCOc1ccc(OCC)c(NC(=O)CC2Oc3ccc(C)cc3NC2=O)c1` (stereo not drawn)?
PfHsp90 yeast 2: -35; Arrestin-AP2 inh: -10; AddAB inh: 3.0; MOR-DOR ag: -1.8; Tat export inh: -1; DSG3 Ab inh: 104; Ecoli viability: 0.3; phage Ecoli inh: 2.6; PKA-R1A act: -7; MOR-DOR inv ag: 9; SUMO Mot1 rescue: 10

Results for OC(CNC1CCCC1)COc1c(F)cc(Br)cc1F (stereo not drawn) ?
PfHsp90 yeast 2: 11; Arrestin-AP2 inh: 39; AddAB inh: 9.8; MOR-DOR ag: -2.8; Tat export inh: 7; DSG3 Ab inh: 103; Ecoli viability: 3.4; phage Ecoli inh: 3.6; PKA-R1A act: 4; MOR-DOR inv ag: 15; SUMO Mot1 rescue: -16

What do the screens show for `O=C(Cc1c[nH]c2ccccc12)N1CCN(S(=O)(=O)c2cccc(Cl)c2Cl)CC1`?
PfHsp90 yeast 2: -25; Arrestin-AP2 inh: -16; AddAB inh: 0.1; MOR-DOR ag: 3.6; Tat export inh: 5; DSG3 Ab inh: 100; Ecoli viability: -0.2; phage Ecoli inh: 1.6; PKA-R1A act: 1; MOR-DOR inv ag: -14; SUMO Mot1 rescue: -3

What do the screens show for `Cc1cc(C)cc(OCC(=O)OCCN2C(=O)c3ccccc3C2=O)c1`?
PfHsp90 yeast 2: -1; Arrestin-AP2 inh: 9; AddAB inh: 2.1; MOR-DOR ag: -0.9; Tat export inh: 9; Ecoli viability: -2.5; phage Ecoli inh: 4.0; PKA-R1A act: -7; MOR-DOR inv ag: 4; SUMO Mot1 rescue: 2

How did COc1ccc(CCC(=O)NNC(=S)Nc2cccc(C(C)=O)c2)cc1 do in these assays?
PfHsp90 yeast 2: -14; Arrestin-AP2 inh: 19; AddAB inh: 3.5; MOR-DOR ag: -2.8; Tat export inh: -2; DSG3 Ab inh: 105; Ecoli viability: 2.6; phage Ecoli inh: 3.9; PKA-R1A act: -10; MOR-DOR inv ag: 16; SUMO Mot1 rescue: active

Results for CSCC[C@H](NC(=O)OC(C)(C)C)C(=O)NCC1CCC(C(=O)O)CC1 (stereo partly drawn) ?
PfHsp90 yeast 2: -57; Arrestin-AP2 inh: 33; AddAB inh: 2.0; MOR-DOR ag: -2.0; Tat export inh: -3; DSG3 Ab inh: 100; Ecoli viability: -0.2; phage Ecoli inh: 2.3; PKA-R1A act: -5; MOR-DOR inv ag: 11; SUMO Mot1 rescue: -12

Results for COc1ccc(C(=O)Nc2ccnc(-c3cccnc3)n2)cc1 ?
PfHsp90 yeast 2: 6; Arrestin-AP2 inh: 36; AddAB inh: 2.6; MOR-DOR ag: -2.3; Tat export inh: 2; DSG3 Ab inh: 102; Ecoli viability: -0.2; phage Ecoli inh: 2.5; PKA-R1A act: 2; MOR-DOR inv ag: 12; SUMO Mot1 rescue: -2

What do the screens show for `CCN(CC)CCn1c2ccccc2c2cnc(N)c(C#N)c21`?
PfHsp90 yeast 2: -45; Arrestin-AP2 inh: 0; AddAB inh: 3.2; MOR-DOR ag: -3.5; Tat export inh: -8; DSG3 Ab inh: 95; Ecoli viability: -0.7; phage Ecoli inh: 1.8; PKA-R1A act: -14; MOR-DOR inv ag: 17; SUMO Mot1 rescue: 7

What do the screens show for `Cc1c(C(=O)NCc2ccccc2CN2CCCC2)oc2c(F)cccc12`?
PfHsp90 yeast 2: 11; Arrestin-AP2 inh: 15; AddAB inh: -0.6; MOR-DOR ag: 0.6; Tat export inh: 3; DSG3 Ab inh: 103; Ecoli viability: -1.4; phage Ecoli inh: 0.3; PKA-R1A act: 1; MOR-DOR inv ag: -2; SUMO Mot1 rescue: 20

What do the screens show for `COC(=O)CSc1nc(N)c(C#N)c(-c2ccc(O)cc2)c1C#N`?
PfHsp90 yeast 2: -5; Arrestin-AP2 inh: 14; AddAB inh: -0.1; MOR-DOR ag: -1.0; Tat export inh: -6; DSG3 Ab inh: 85; Ecoli viability: -2.5; phage Ecoli inh: 0.1; PKA-R1A act: -2; MOR-DOR inv ag: 5; SUMO Mot1 rescue: 2

What do the screens show for `Cc1cccc(C)c1NC1=NC2(CCCCC2)N=C(N)N1`?
PfHsp90 yeast 2: 11; Arrestin-AP2 inh: 2; AddAB inh: 2.1; MOR-DOR ag: -2.9; Tat export inh: -5; DSG3 Ab inh: 103; Ecoli viability: -1.2; phage Ecoli inh: 2.3; PKA-R1A act: 3; MOR-DOR inv ag: 13; SUMO Mot1 rescue: 15

What do the screens show for `COc1ccc(N2CCN(S(=O)(=O)CCNC(=O)C3CC3)CC2)cc1`?
PfHsp90 yeast 2: 34; Arrestin-AP2 inh: -2; AddAB inh: 0.7; MOR-DOR ag: 0.8; Tat export inh: 6; DSG3 Ab inh: 103; Ecoli viability: -1.4; phage Ecoli inh: -1.9; PKA-R1A act: -5; MOR-DOR inv ag: -6; SUMO Mot1 rescue: 0

How did Cc1ccc(S(=O)(=O)N2CCOCC2)cc1NC(=O)COC(=O)c1cccnc1Cl do in these assays?
PfHsp90 yeast 2: 24; Arrestin-AP2 inh: -14; AddAB inh: 0.2; MOR-DOR ag: -1.3; Tat export inh: -6; DSG3 Ab inh: 97; Ecoli viability: 0.2; phage Ecoli inh: 3.0; PKA-R1A act: -1; MOR-DOR inv ag: 6; SUMO Mot1 rescue: -7

What do the screens show for `COc1ccc(C(=O)NCC(=O)OCC(=O)c2ccc3c(c2)NC(=O)CO3)cc1`?
Arrestin-AP2 inh: -11; AddAB inh: -1.3; MOR-DOR ag: -3.0; Tat export inh: -5; DSG3 Ab inh: 126; Ecoli viability: 3.1; phage Ecoli inh: -3.2; PKA-R1A act: -10; MOR-DOR inv ag: 16

What do the screens show for `CCCN(CCC)S(=O)(=O)c1ccc(C(=O)N2CCN(C)CC2)cc1`?
PfHsp90 yeast 2: -8; Arrestin-AP2 inh: 1; MOR-DOR ag: -2.6; Tat export inh: -4; DSG3 Ab inh: 115; phage Ecoli inh: 1.4; PKA-R1A act: 0; MOR-DOR inv ag: 13; SUMO Mot1 rescue: -9

What do the screens show for `CCOC(=O)c1[nH]cnc1C(=O)Nc1cccc(Cl)c1`?
PfHsp90 yeast 2: 24; Arrestin-AP2 inh: 10; AddAB inh: 0.1; MOR-DOR ag: -0.9; Tat export inh: -2; DSG3 Ab inh: 97; Ecoli viability: -1.8; phage Ecoli inh: 1.8; PKA-R1A act: 1; MOR-DOR inv ag: 5; SUMO Mot1 rescue: -18

What do the screens show for `C/C(=N\OCC(=O)N/N=C/c1ccccc1)c1cccs1`?
PfHsp90 yeast 2: 9; Arrestin-AP2 inh: 37; AddAB inh: -1.5; MOR-DOR ag: 1.0; Tat export inh: -1; DSG3 Ab inh: 82; Ecoli viability: -2.1; phage Ecoli inh: 1.1; PKA-R1A act: 0; MOR-DOR inv ag: -6; SUMO Mot1 rescue: -1

How did COC(=O)Cc1cc(=O)n(-c2ccccc2)[nH]1 do in these assays?
PfHsp90 yeast 2: -6; Arrestin-AP2 inh: 21; AddAB inh: 1.3; MOR-DOR ag: 2.0; Tat export inh: -3; DSG3 Ab inh: 101; Ecoli viability: 0.6; phage Ecoli inh: 0.4; PKA-R1A act: -2; MOR-DOR inv ag: -13; SUMO Mot1 rescue: 158

What do the screens show for `CCOc1ccc(C(=O)n2cc(C(=O)OC)c3ccccc32)cc1`?
PfHsp90 yeast 2: 21; Arrestin-AP2 inh: 2; AddAB inh: -1.8; MOR-DOR ag: 2.3; Tat export inh: -2; DSG3 Ab inh: 104; Ecoli viability: -1.4; phage Ecoli inh: 3.2; PKA-R1A act: -6; MOR-DOR inv ag: -11; SUMO Mot1 rescue: 3

How did COc1ccccc1C(CC(=O)O)c1ccc2c(c1)OCO2 (stereo not drawn) do in these assays?
PfHsp90 yeast 2: 15; Arrestin-AP2 inh: 4; AddAB inh: 2.1; MOR-DOR ag: -1.9; Tat export inh: 4; DSG3 Ab inh: 104; Ecoli viability: 2.0; phage Ecoli inh: 4.0; PKA-R1A act: 2; MOR-DOR inv ag: 10; SUMO Mot1 rescue: 1

How did O=C(/C=C/Nc1ccccc1Oc1ccccc1)c1ccco1 do in these assays?
PfHsp90 yeast 2: 6; Arrestin-AP2 inh: 8; AddAB inh: 0.7; MOR-DOR ag: -1.4; Tat export inh: -1; DSG3 Ab inh: 108; Ecoli viability: 0.7; phage Ecoli inh: 3.4; PKA-R1A act: -1; MOR-DOR inv ag: 7; SUMO Mot1 rescue: -17

2 neighbouring entries from above, quoted:
What do the screens show for `CCOc1ccc(C(=O)n2cc(C(=O)OC)c3ccccc32)cc1`?
PfHsp90 yeast 2: 21; Arrestin-AP2 inh: 2; AddAB inh: -1.8; MOR-DOR ag: 2.3; Tat export inh: -2; DSG3 Ab inh: 104; Ecoli viability: -1.4; phage Ecoli inh: 3.2; PKA-R1A act: -6; MOR-DOR inv ag: -11; SUMO Mot1 rescue: 3

How did COc1ccccc1C(CC(=O)O)c1ccc2c(c1)OCO2 (stereo not drawn) do in these assays?
PfHsp90 yeast 2: 15; Arrestin-AP2 inh: 4; AddAB inh: 2.1; MOR-DOR ag: -1.9; Tat export inh: 4; DSG3 Ab inh: 104; Ecoli viability: 2.0; phage Ecoli inh: 4.0; PKA-R1A act: 2; MOR-DOR inv ag: 10; SUMO Mot1 rescue: 1
